# Assay outcomes (PubChem)
# N370S GC mod – inhibitors or activators of N370S glucocerebrosidase for Gaucher disease | 0.092% of 330,000 active | P04062 | N370S GC spleen homogenate, 4MU-glucoside fluorescence | Potency, µM (top dose mostly 59.4 µM), without a hit: at the top dose activity change, negative = inhibition, hits mostly inhibitors | AID 2101;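 also: 0% = full enzyme activity and -100% = no enzyme basal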
# FEN1 inh – human FEN1 inhibition; P39748; Recombinant FEN1 flap cleavage, fluorescence, 15 min; Potency, µM (titrated, usually from 114 µM), for the others: at the highest dose activity change, negative = inhibition, usual class: inhibitors; 0.35% of 390,000 active; AID 588795; also: nearly all actives have a fitted effect of over 65% in size
# Target sequence (P39748 whole entry, looked up): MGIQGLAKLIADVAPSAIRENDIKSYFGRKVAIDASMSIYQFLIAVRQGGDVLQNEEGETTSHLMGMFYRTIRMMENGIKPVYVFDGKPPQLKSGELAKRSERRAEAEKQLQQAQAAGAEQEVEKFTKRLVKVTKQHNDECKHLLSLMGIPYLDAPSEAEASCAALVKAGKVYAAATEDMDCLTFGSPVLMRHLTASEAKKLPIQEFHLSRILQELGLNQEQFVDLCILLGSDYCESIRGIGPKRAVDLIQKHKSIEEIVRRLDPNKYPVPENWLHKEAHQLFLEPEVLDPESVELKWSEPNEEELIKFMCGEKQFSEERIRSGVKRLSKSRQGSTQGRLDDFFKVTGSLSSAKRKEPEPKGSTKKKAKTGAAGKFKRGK
#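 Read-out was taken twice, immediately and after 15 min, following addition of 50 nM substrate to 10 nM FEN1 that had sat with test compound for 15 min at room temperature. Curves came from a four-parameter Hill model.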
# DT40 TDP1 CPT – growth inhibition of DT40 Tdp1-/-;hTDP1 cells with camptothecin (screen for TDP1 inhibitors); chicken DT40 Tdp1-/-;hTDP1 cells + 20 nM CPT, ATP luminescence, 48 h; Potency, µM (series often up to 46.2 µM), for the others: top-dose activity change, negative = growth inhibition, most hits filed as inhibitors; 12% of 420,000 active; AID 686979; also: nearly all actives have a fitted effect of over 55% in size
#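 Chicken DT40 Tdp1-/- cells complemented with human TDP1, 400 cells/well, exposed to compounds plus 20 nM camptothecin for at least 48 h at 37 C; viability read as ATP content by CellTiter-Glo luminescence.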
# Active calls of the source: *; ? = inconclusive; / = no result given; & = joins results of further samples. Calls follow the shape of the dose curve; as a rule, active = well fitted curve in the direction sought with a large enough effect; inconclusive = small, poorly fitted or top-dose-only effect, or another doubt; inactive = no such curve, though single readings can be large; an effect the other way counts as inactive or inconclusive. Unless noted, % is scaled to controls: 0 for no effect and ±100 for the full control effect; potency is read from the fitted curve at half-maximal effect. A portion of the library; rates above refer to the full screens.
SMILES,N370S GC mod,FEN1 inh,DT40 TDP1 CPT
O=C(Cn1cnc2c(nnn2Cc2ccc(F)cc2)c1=O)Nc1ccccc1,17%,14%,8%
Fc1ccc2[nH]c3c(NCc4ccccc4)ncnc3c2c1,-8%,?,5.2µM*
NNc1nc2c(F)cc(F)cc2s1,2%,-4%,?
O=C(Nc1cc2c(cc1[N+](=O)[O-])OCCO2)c1cccnc1,/,5%,1%
CC(C)n1nnnc1SCC(=O)Nc1ccccc1F,1%,-4%,-3%
CCCCCC(=O)Nc1cccc(C2=NOC3(C2)C[C@H](C(N)=O)N(C(=O)[C@H]2CCC(=O)N2)C3)c1 (some centres not stated),-1%,-4%,0%
O=C(NC(=S)Nc1ccc2oc(=O)ccc2c1)c1cccc(F)c1,-5%,10%,-13%
CC(C)(O)C#Cc1ccc([C@@H]2C[C@H]3CN(c4ccccc4)C(=O)[C@]34CCCN24)s1,-13%,-5%,-24%
O=C(O)C[C@H]1c2ccc(C(F)(F)F)cc2S(=O)(=O)N1C1CCCCC1,/,19%&-5%,5%&6%
COc1ccc2cc(CCNC(=O)c3cc4ccccc4o3)c(=O)[nH]c2c1,-5%,-5%,21µM*
Cc1cn2c(=O)c(C(=O)N3CCN(c4ccccc4)CC3)cnc2s1,3%,4%,3%
CN(C(=O)c1ccc(NC(=O)Cc2ccccc2)cc1)c1ccccc1,/,6%,-24%
CCn1c(=O)c2sccc2n2c(CCCC(=O)N3CCN(c4ccc(OC)cc4)CC3)nnc12,/,-1%,?
NCCCC[C@@H](C(=O)NCCCCCCCCCCC(=O)N1CCNCC1)n1cc(CCCC(=O)O)nn1,-2%,19%,-4%
CN(C)c1ccc(Nc2cc(Cl)ncn2)cc1,-1%,-8%,?
O=C(Nc1ccccc1F)c1ccc2ncsc2c1,-8%,6%,-14%
COc1c2c(c(C)c3c1C(=O)OC3)O[C@@]1(C)CC[C@@]3(O)C(C)(C)OC(=O)CC[C@]3(C)[C@H]1C2,-5%,-8%,?
CSc1nnc(-c2ccco2)c(-c2ccco2)n1,1%,-20%,?
CCOC(=O)/C=c1\s/c(=C\c2ccc(C#N)cc2)c(=O)n1CC(=O)NCc1ccco1,-14%,3%,18%
Cn1c(SCC(=O)N2CCCC2=O)nc2ccccc21,0%,2%,-13%
CCNc1ccc(C(=O)OCC(=O)NC(C)c2ccccc2)cc1[N+](=O)[O-] (configuration not stated),2%,-3%,1%
Cc1ccccc1N(Cc1nnc2n1CCCCC2)C(=O)Nc1ccccc1,?,20%,-23%
Cc1ccc(-c2cc3nc4c(c(=O)n3[nH]2)CCCC4)cc1,/,1%,?
CSc1nnc(-c2ccc(S(=O)(=O)N3CCOCC3)cc2)n1CC1CCCO1 (configuration not stated),2%,-4%,-5%
CCOC(=O)c1sc(NC(=O)C(C)(C)C)cc1C,0%,1%,-21%

# Full records as entered above. Order of values: N370S GC mod	FEN1 inh	DT40 TDP1 CPT
# CC(C)n1nnnc1SCC(=O)Nc1ccccc1F is listed as 1%	-4%	-3%
# CSc1nnc(-c2ccc(S(=O)(=O)N3CCOCC3)cc2)n1CC1CCCO1 (configuration not stated) is listed as 2%	-4%	-5%
# CSc1nnc(-c2ccco2)c(-c2ccco2)n1 is listed as 1%	-20%	?
# CCNc1ccc(C(=O)OCC(=O)NC(C)c2ccccc2)cc1[N+](=O)[O-] (configuration not stated) is listed as 2%	-3%	1%

# (continued)
SMILES,N370S GC mod,FEN1 inh,DT40 TDP1 CPT
CN(C)C(/C=C/Nc1cccc(Br)c1)=C(C#N)C#N,12%,8%,-11%
COc1cc(-c2nnc(SCC(=O)N3CCCC3)o2)cc(OC)c1OC,-5%,-14%,-9%
O=C(NNC(=O)c1sc2cccc(Cl)c2c1Cl)NC1CCCCC1,-25%,12%,-29%
Cc1ccccc1Cn1c2ccccc2c2cnn(CC(=O)NC3CCC(C)CC3)c(=O)c21 (configuration not stated),/,-4%,18µM*
Cn1c(C(=O)NCc2ccccc2Cl)cc2sc(Cl)cc21,/,8%,-2%
Cc1ccc(SCC(=O)NC(=O)c2ccccc2Br)c(C)c1,/,3%,-11%
COc1ccccc1N1CCN(S(=O)(=O)c2ccc3c(c2)oc(=O)n3C)CC1,2%,9%&-14%,-3%&-6%
COc1ccc(OC)c(N(CC(=O)N2CCC(C)CC2)S(=O)(=O)c2ccc(OC)c(OC)c2)c1,16%,-6%,?
CN1CCN(C(=O)C2=C[C@H](c3ccc(C(F)(F)F)cc3)C[C@H](OCc3ccc(CO)cc3)O2)CC1,-12%,0%,23µM*
Cc1cccc2nc(-c3ccccc3)nc(N[C@@H](CO)c3ccccc3)c12,-4%,-8%,?
COc1ccc(C(=O)NN=C2CCCC2)c(OC)c1,-4%,-10%,0%
CCOC(=O)N1CCN(C(=O)CN(c2ccc(C)c(C)c2)S(=O)(=O)c2ccccc2)CC1,-3%,1%,-6%
CCC(C)NC(=O)c1ccccc1NS(=O)(=O)c1ccc(OC)c(OC)c1 (configuration not stated),4%,0%,2%
CCc1ccccc1N1C(=O)CN(Cc2cc(OC)c(OC)c(OC)c2)C1=S,-1%,8%,?
CC(C)(CO)Nc1ncnc2onc(-c3ccc(F)cc3)c12,-5%,-1%,-5%
Cc1cc(NC(C)c2ccccc2)n2ncc(-c3ccccc3)c2n1 (configuration not stated),-3%,2%,?
COC(=O)c1cnc(SCC(=O)c2ccccc2)n1C,0%,2%,-9%
O=C(CNCC1CCCO1)NCc1ccco1 (configuration not stated),1%,1%,17%
Cc1oc2c(CN3CCCCC3)c(O)ccc2c(=O)c1-c1ccc(Br)cc1,0%,6%,-4%
O=C(Nc1ccc2c(c1)C(=O)N(c1ccccc1)C2=O)C1CCCO1 (configuration not stated),0%,11%,-20%
O=C(CN1C(=O)C2C3C=CC(C3)C2C1=O)Nc1ccc(C(=O)O)cc1 (configuration not stated),-21%,-2%,2%
COCCN(C(=O)CC1C(=O)NCCN1CC(c1ccccc1)c1ccccc1)C(C)C (configuration not stated),10%,-9%,-1%
CSCCOC(=O)COc1ccc(/C=N/NC(=O)c2c(Cl)cnn2C)cc1,-22%,-1%,7%
CC1(C)CC(=O)c2sc(NS(=O)(=O)c3ccc(Cl)cc3)nc2C1,17%,-12%,1%
CC#CC(=O)N1CCC(CO)(CCc2ccccc2)CC1,0%,-2%,-3%

# By substructure, the compounds so far with fluorine (nine)
SMILES,N370S GC mod,FEN1 inh,DT40 TDP1 CPT
O=C(Cn1cnc2c(nnn2Cc2ccc(F)cc2)c1=O)Nc1ccccc1,17%,14%,8%
Fc1ccc2[nH]c3c(NCc4ccccc4)ncnc3c2c1,-8%,?,5.2µM*
NNc1nc2c(F)cc(F)cc2s1,2%,-4%,?
CC(C)n1nnnc1SCC(=O)Nc1ccccc1F,1%,-4%,-3%
O=C(NC(=S)Nc1ccc2oc(=O)ccc2c1)c1cccc(F)c1,-5%,10%,-13%
O=C(O)C[C@H]1c2ccc(C(F)(F)F)cc2S(=O)(=O)N1C1CCCCC1,/,19%&-5%,5%&6%
O=C(Nc1ccccc1F)c1ccc2ncsc2c1,-8%,6%,-14%
CN1CCN(C(=O)C2=C[C@H](c3ccc(C(F)(F)F)cc3)C[C@H](OCc3ccc(CO)cc3)O2)CC1,-12%,0%,23µM*
CC(C)(CO)Nc1ncnc2onc(-c3ccc(F)cc3)c12,-5%,-1%,-5%

# (next part)
SMILES,N370S GC mod,FEN1 inh,DT40 TDP1 CPT
O=C(CSc1nnc(NC(=O)C2CCC2)s1)Nc1ccccc1F,-6%,4%,-7%
COc1ccc2c(c1OC)C(=O)N1c3ccccc3C(=O)N(c3ccccc3)C21 (configuration not stated),3%,2%,12µM*
COc1cccc(NC(=O)CCSc2nc(-c3ccco3)cc(C(F)(F)F)n2)c1,/,-29%,?
O=C1C=C(c2cnc3ccccc3c2)C[C@@H](c2ccc3c(c2)OCO3)C1,/,9%,21µM*
CC1(C)CC(=O)c2c(S(C)(=O)=O)sc(Br)c2C1,2%,14%,?
CCOC(=O)/C=C/C(=O)OCC(=O)Nc1c(Cl)cccc1Cl,-22%,-8%,?
Cc1cccn2c(=O)cc(COc3cccc(NC(=O)COc4ccccc4)c3)nc12,/,10%,?
O=C(Nc1ccccc1)[C@@H]1CC=C[C@@H]2CCN(C3CC3)C(=O)[C@@H]21,/,18%,-23%
Cc1ccc(S(=O)(=O)c2nc(-c3ccc(F)cc3)oc2SCC(=O)c2ccccc2)cc1,/,-23%,?
O=C(CC(c1ccccc1)c1ccccc1O)NCc1ccccc1Cl (configuration not stated),7%,-3%,23µM*
COc1ccc(N=Nc2c(N)n[nH]c2N)cc1,-13%,-5%,11%
CCOC(=O)CCc1c(C)c2ccc(OCC(=O)N(CC)CC)c(C)c2oc1=O,-2%,-5%,3%
CCNc1ncc2nc(-c3ccccc3)c(=O)n(C)c2n1,?,/,-1%
COc1ccc(OC)c(S(=O)(=O)Nc2cccc(O)c2)c1,/,5%,-2%
O=C1OC(Cc2ccncc2)C(O)=C1C1=NCCCN1 (configuration not stated),-4%,-6%,-5%
COC(C(=O)Nc1cc([N+](=O)[O-])ccc1C)c1ccccc1 (configuration not stated),-18%,-3%,-16%
CSCC[C@H](NC(=O)[C@H](Cc1ccccc1)n1c(=O)[nH]c2ccccc2c1=O)C(=O)N[C@@H](Cc1ccccc1)C(=O)O,9%,2%,1%
Cc1[nH]c(=O)[nH]c(=O)c1/C=N/NC(=O)CCCCCNC(=O)OC(C)(C)C,-5%,3%,-29%
CC(=O)Nc1ccc(C=NN=C2c3ccccc3-c3ccccc32)cc1,/,0%,26µM*
Cc1cc(CNC(=O)C(C)Cc2ccccc2)nn1C (configuration not stated),7%&18%,20%,-26%
COc1ccc(/C=C/c2nnc(NC(=O)CSc3ccc(Cl)cc3)s2)cc1,/,8%,6.5µM*
CCOc1ccccc1NC(=O)CC1Nc2ccccc2NC1=O (configuration not stated),1%,2%,14%
Cc1ccc(C)c(C(=O)N(Cc2nc(-c3ccc(Cl)cc3)no2)C(C)C)c1,?,1%,?
O=[N+]([O-])c1ncccc1OCc1ccccc1Br,1%,2%,-9%
O=C(COC(=O)c1cc(=O)[nH]c2ccccc12)c1ccc(Br)cc1,-2%,13%,5%

# In the list so far, these contain a tert-butyl group:
SMILES,N370S GC mod,FEN1 inh,DT40 TDP1 CPT
CCOC(=O)c1sc(NC(=O)C(C)(C)C)cc1C,0%,1%,-21%
Cc1[nH]c(=O)[nH]c(=O)c1/C=N/NC(=O)CCCCCNC(=O)OC(C)(C)C,-5%,3%,-29%

# Remaining list, next part.
SMILES,N370S GC mod,FEN1 inh,DT40 TDP1 CPT
CN1CCC(=O)N([C@H](CN=[N+]=[N-])c2ccccc2)CC1,-11%,-1%&-2%,24%&-21%
Cc1onc(-c2c(F)cccc2Cl)c1C(=O)NC(=S)Nc1c(C)n(C)n(-c2ccccc2)c1=O,1%,3%,-2%
Cc1cc(=O)oc2cc(OCC(=O)NC3CCN(Cc4ccccc4)CC3)c(Cl)cc12,-12%,-4%,?
Cc1nnc(NC(=O)CSc2ncnc3c2cnn3-c2ccccc2C)s1,-14%,5%,4%
CCOC(=O)c1c(C)[nH]c(C(=O)OC(C(=O)N(C)C)c2ccccc2)c1C (configuration not stated),/,-10%,10µM*
O=C(Nc1cccc2cccnc12)c1cccc2c(Br)cccc12,/,11%,-12%
O=C(C[n+]1ccccc1)N/N=C/c1ccccc1F,11%,7%,-20%
O=C(Nc1cc(-c2nc3ccccc3o2)ccc1Cl)c1sc2c([N+](=O)[O-])cccc2c1Cl,/,-3%,-3%
Cc1ccc(CC2CC(=O)N(Cc3ccco3)C2=O)cc1 (configuration not stated),-6%,-2%,?
CCc1nn(CC(=O)NCCc2ccc(Cl)cc2)c(=O)c2cc3ccccc3n12,/,-3%,?
Cc1ccc(C)c(NC(=O)c2ncn[nH]2)c1,8%,-20%,2%
O=C(NC(Cc1ccccc1)C(=O)O)C1CCN(S(=O)(=O)c2cccc(C(F)(F)F)c2)CC1 (configuration not stated),-4%,6%,21%
CCOC(=O)c1c(C)[nH]c(C)c1C(=O)COC(=O)[C@@H](NC(=O)c1ccccc1OCC)C(C)C,/,-17%,?
COc1ccc(CN2CCSCC2)cc1O,-16%,0%,-3%
CCOc1ncccc1C(=O)OCC(=O)NC(=O)c1ccccc1,/,1%,-13%
CCc1[nH]nc2c1C1(CCN(C(=O)OCc3ccccc3)CC1)C(C#N)=C(N)O2,2%,-17%,?
COc1ccc(NS(=O)(=O)NC(=O)c2c(C)n(C)c3ccccc23)cc1,0%,3%,-3%
CCS(=O)(=O)N1CCC(n2c(C(F)(F)F)nc3cccnc32)CC1,/,4%,?
O=c1c(-c2ccc(Oc3ccccc3)cc2)[n+]([O-])c2ccccc2n1OCc1ccccn1,26%,-5%,-24%
CN(CC(=O)NC1CCCCCC1)S(=O)(=O)c1ccc(F)cc1,7%,0%,?
